proCasp3 act: activates human procaspase-3 | P42574 | recombinant procaspase-3 D3A, Ac-DEVD-pNA absorbance 405 nm | activation, % at 8.5 µM | actives 0.11% (n = 330,000) | AID 463141;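 active means activation above the mean of all tested compounds plus 3 SD, cut at about 21% in these data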;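 further: 0% = DMSO alone and 100% = DMSO wells spiked with extra 5 µM PC-3 D3A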
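Technique: 405 nm absorbance of p-nitroaniline, reads at 0 and 120 min; Test system: Procaspase-3 D3A mutant; Incubation: 1 h enzyme-compound preincubation, then 2 h substrate reaction, 25 °C; Repeats: singlicate, each compound tested once; Benchmarks: low control DMSO wells, high control DMSO plus 5 µM PC-3 D3A.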
PP5 primary: blocks human protein phosphatase 5 activity. actives 0.18% (n = 320,000). AID 1987. inhibition, % at 6.7 µM. P53041. purified PP5c, OMFP substrate fluorescence;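 active means inhibition above the campaign's mean inhibition across all tested compounds plus 3 SD, cut at about 9.5% in these data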;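 further: 0% = DMSO only and 100% = 100 µM cantharidin control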
GRK2 aptamer HTS: human GRK2 inhibition via aptamer displacement | bead flow cytometry, FAM-aptamer displacement from GRK2 | inhibition of aptamer binding, % at 10 µM | actives 0.59% (n = 330,000) | P25098 | AID 488847;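 active means inhibition of aptamer binding above 40%, roughly 3 SD of noise, on plates passing a quality check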;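 further: median bead fluorescence of bound FAM aptamer so fluorescent compounds give negative values; no value below 0 was filed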
core dimer inh: blocks dimerization of HCV core protein | TR-FRET GST/Flag-core106 dimerization, 1536-well | inhibition, % at 5 µM | actives 0.33% (n = 300,000);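 active means inhibition above the mean of all tested compounds plus 3 SD, set per screening campaign, cut at about 45% in these data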
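Material: GST/Flag-tagged HCV core106 proteins. Incubation: 4 h, 22.5 °C incubation. Read-out basis: inhibition (%) from 671 over 617 nm ratio. Measured by: TR-FRET, excitation 340 nm, emission 617 and 671 nm.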
JMJD2C inh: inhibitors of human GASC-1 (JMJD2C) demethylase | GST-JMJD2C(1-420) H3K9me3 demethylation, DELFIA europium | inhibition, % at 2.35 µM | actives 0.069% (n = 330,000);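 active means more than half of a compound's replicate wells show inhibition beyond 50%, single wells judged on their own value; inconclusive means some, but no more than half, of replicates pass 50% inhibition; inactive means no replicate passes 50% inhibition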;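 further: signal counts dimethyl H3K9 product captured on neutravidin plate; 0% = median of DMSO wells and 100% = 0.3 times that DMSO median; strong numbers were not always called active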
Target sequence (Q9H3R0 1-420 limits assumed): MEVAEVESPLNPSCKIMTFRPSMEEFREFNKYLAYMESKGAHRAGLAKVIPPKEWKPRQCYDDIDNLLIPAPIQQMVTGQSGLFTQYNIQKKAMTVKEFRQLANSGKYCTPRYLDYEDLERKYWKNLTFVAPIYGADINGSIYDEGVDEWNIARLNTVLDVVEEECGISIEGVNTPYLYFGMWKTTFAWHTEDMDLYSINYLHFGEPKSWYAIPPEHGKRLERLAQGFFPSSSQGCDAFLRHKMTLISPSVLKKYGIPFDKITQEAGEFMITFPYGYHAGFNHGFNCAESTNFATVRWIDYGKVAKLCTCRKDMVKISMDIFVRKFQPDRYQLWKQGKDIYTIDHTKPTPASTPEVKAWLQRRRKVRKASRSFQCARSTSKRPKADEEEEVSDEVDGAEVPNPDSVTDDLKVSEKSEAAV
VLA-4 inh: inhibition in a human VLA-4 binding assay. AID 2557. actives 0.2% (n = 330,000). inhibition, % (about 7 µM as worked out from the volumes in the protocol). VLA-4 expressing cells, ligand binding flow cytometry; in the data active means inhibition above about 50%
Fh CTSL1 inh: counter-screen for PFM18AAP inhibitors: inhibitors of F. hepatica cathepsin L1 | actives 0.49% (n = 300,000) | recombinant F. hepatica cathepsin L1, Z-Leu-Arg-MCA fluorescence | AID 1906 | inhibition, % at 5.96 µM;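 active means inhibition above the mean of all tested compounds plus 3 SD, set per screening campaign, cut at about 17% in these data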;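 further: 0% = plate median of test compound wells and 100% = 1 µM Z-Phe-Ala-diazomethylketone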
PP1 inh: PP1-alpha (human) inhibition in PP5 counter-screen | purified PP1alpha, OMFP fluorescence | actives 0.9% (n = 320,000) | inhibition, % at 6.7 µM | P62136 | AID 2235;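 active means inhibition above the mean inhibition of all tested compounds plus 3 SD, computed separately for each screening campaign, cut at about 15% in these data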
Target sequence (P62136 whole entry, looked up): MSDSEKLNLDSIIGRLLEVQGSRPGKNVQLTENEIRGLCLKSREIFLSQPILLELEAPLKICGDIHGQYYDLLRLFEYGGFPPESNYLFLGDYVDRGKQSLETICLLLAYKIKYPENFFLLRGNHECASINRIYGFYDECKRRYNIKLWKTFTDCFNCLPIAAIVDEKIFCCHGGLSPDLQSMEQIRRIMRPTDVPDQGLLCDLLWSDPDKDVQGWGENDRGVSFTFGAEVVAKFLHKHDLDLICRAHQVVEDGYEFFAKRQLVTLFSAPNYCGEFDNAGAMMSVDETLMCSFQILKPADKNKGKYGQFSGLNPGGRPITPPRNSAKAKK
proCasp7 act: activates human procaspase-7, counter-screen for procaspase-3 activators; recombinant procaspase-7, Ac-DEVD-pNA absorbance 405 nm; D23A/D198A/D206A triple mutant, cannot self-cleave; scale: DMSO 0, 5 µM enzyme 100; activation, % at 8.5 µM; actives 0.093% (n = 330,000);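 active means percent activation above the screen-wide mean plus 3 SD, cut at about 25% in these data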
Target sequence (P55210 whole entry D23A/D198A/D206A): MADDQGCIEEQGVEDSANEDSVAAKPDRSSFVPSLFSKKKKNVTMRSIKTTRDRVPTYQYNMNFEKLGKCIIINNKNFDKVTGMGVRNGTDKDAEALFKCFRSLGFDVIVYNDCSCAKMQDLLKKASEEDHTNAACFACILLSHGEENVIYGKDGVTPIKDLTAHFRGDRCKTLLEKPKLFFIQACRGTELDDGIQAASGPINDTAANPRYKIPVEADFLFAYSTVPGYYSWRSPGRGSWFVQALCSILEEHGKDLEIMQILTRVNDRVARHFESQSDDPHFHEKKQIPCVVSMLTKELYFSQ
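Assay system – Uncleavable procaspase-7 mutant enzyme · Quantity – 2 µM procaspase-7 mutant as dispensed · Times – 1 h preincubation, 2 h reaction · Dosing – single nominal 8.5 µM compound dose, 0.8% DMSO final · Buffer or medium – Zinc-free 50 mM HEPES buffer, pH 7.4, with NaCl and Triton X-100 · Detection – Epi-absorbance of released pNA at 405 nm, two timepoints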
An asterisk follows results filed as active; u = inconclusive; x = no result given.

SMILES	proCasp3 act	PP5 primary	GRK2 aptamer HTS	core dimer inh	JMJD2C inh	VLA-4 inh	Fh CTSL1 inh	PP1 inh	proCasp7 act
COc1ccc(NC(=O)C/C(C)=N/NC(=O)C2CCCCC2)c([N+](=O)[O-])c1	9	1.6	0	-9	4	-3	1	-3	-11
CC1CCCCN1C(=O)CCn1c(=S)oc2ccccc21 (configuration not stated)	12	-0.2	1	2	17	9	2	-3	-5
COC(=O)CCC(=O)NC(=S)Nc1ccccc1F	-4	-0.8	0	-3	-4	-11	-4	-2	-2
O=C(CCc1nc2ccccc2c(=O)[nH]1)Nc1nnc(SCc2ccc(Cl)cc2)s1	3	-1.4	4	4	7	-4	8	-3	1
COc1ccc(CNC(=O)[C@H](CCSC)NC(=O)N2CCn3c2nc2ccccc23)cc1	7	0.9	1	4	1	2	0	4	6
COCc1cc(C)[nH]c(=O)c1C#N	-5	2.8	1	2	2	33	0	-2	13
CC(=O)N(Cc1ccc(F)cc1)c1cccc(C)c1C	5	0.8	2	-4	6	12	-3	-3	1
COc1ccc(CNC(=O)C/C(C)=N/NC(=O)Cc2ccc(OC)c(OC)c2)cc1	4	-1.1	17	0	-5	0	-1	-2	-5
Cc1cccc(S(=O)(=O)Nc2cccc3c2C(=O)c2ccccc2-3)c1	-14	-1.9	0	17	1	-6	6	6	-15
COc1ccc(O)c(/C=N/N2CCCCC2)c1	4	-0.2	3	-4	13	-3	0	0	4
COc1ccccc1CNc1cc(C)ccc1C	1	4.3	1	-5	-5	10	0	-1	-6
CCC(C)(C)NC(=O)Cc1ccc(F)cc1	-6	1.4	0	-1	6	-1	2	-2	-6
O=C(N/N=C/c1ccncc1)c1cc2ccccc2o1	3	-0.1	0	2	-22	2	2	-4	-10
NC(=O)CC(NC(=O)Cc1cccc2ccccc12)c1ccc(N2CCC(N3CCCC3)CC2)c([N+](=O)[O-])c1 (configuration not stated)	-4	1.0	0	-12	-74	20	-7	3	8
O=C(CSc1n[nH]c(=O)[nH]c1=O)c1ccc(Cl)cc1Cl	-14	3.1	0	-8	11	4	-2	12	9
CSc1ccc(CCNC(=O)CCc2nnc3ccc(N4CCCCC4)nn23)cc1	9	-0.1	0	4	-16	42	-4	1	10
S=C(NCCN1CCOCC1)N/N=C/c1cccs1	3	-0.7	1	11	-6	8	7	-4	-2
COc1ccc(OC)c(S(=O)(=O)NC(C)CCc2ccccc2)c1 (configuration not stated)	9	3.5	1	3	6	11	-4	-1	7
Cc1ccc(C)c(Nc2c([N+](=O)[O-])c(=O)oc3ccccc23)c1	9	2.6	0	2	4	-11	1	1	1
CC(C)(C)C(=O)OCC1OC(n2cnc(C(N)=O)n2)C(O)C1O (configuration not stated)	2	0.3	1	4	-1	-5	9	6	2
COC(=O)c1cccc(NS(=O)(=O)c2ccc(OC)cc2)c1C	9	1.8	5	4	-5	9	-3	0	4
CC(=O)c1ccc(NC(=S)NCc2ccc(Cl)cc2Cl)cc1	3	6.4	0	8	-11	0	1	3	-1
CN1CC(=O)Nc2ccc(F)cc2C1=O	6	0.6	1	-3	-3	2	-4	0	17
N#Cc1ccccc1NC(=O)CN1CCN(Cc2ccccc2)CC1	8	-1.6	0	7	-7	-5	-1	-6	-4
CC(Oc1ccc(F)cc1)C(=O)Nc1ccc2ccccc2c1 (configuration not stated)	5	2.9	0	-7	-2	13	0	0	11
The list continues:
SMILES	proCasp3 act	PP5 primary	GRK2 aptamer HTS	core dimer inh	JMJD2C inh	VLA-4 inh	Fh CTSL1 inh	PP1 inh	proCasp7 act
O=C(CCc1ccccc1)NNC(=S)NC(=O)c1ccccc1	-6	2.7	0	1	0	1	-2	-3	-18
S=c1[nH]nc(C2CCCCC2)n1/N=C/c1cccc(Br)c1	-5	-1.8	1	13	2	2	-2	-5	2
COC(=O)CSc1nc(NC(C)C)nc(N2CCOCC2)n1	-3	0.8	1	1	2	6	-1	-4	8
COc1cc(/C=C2\C(=O)ON=C2c2ccccc2)cc(Br)c1O	8	0.1	1	6	-8	-51	-1	0	-7
Cc1nn(Cc2ccccc2)c(C)c1C(=O)NCCCN1CCCC1=O	0	-0.6	2	x	1	2	x	0	-5
COc1cc(C2C(C#N)=C(N)Oc3cc(C)oc(=O)c32)cc2c1OCO2 (configuration not stated)	10	2.4	0	65*	-25	-1	-1	5	4
N#C/C(=C\c1ccc(-c2nc3ccccc3s2)o1)C(N)=O	-17	2.9	1	-10	-2	-8	1	-5	-21
CC1CCc2nn(CC(=O)NC3CCCC3)cc2C1 (configuration not stated)	3	0.1	1	1	-9	2	-1	-2	-2
CC/C(=N\Nc1ccc([N+](=O)[O-])cc1)c1ccccc1	-108	-2.0	0	-6	-7	-14	12	-1	-75
CC1(C)CC(=O)C(CCC(=O)c2ccccc2)C(C)(C)N1 (configuration not stated)	8	0.0	0	4	-1	8	1	-3	12
CC(=O)Nc1sc(C)c(C)c1C(=O)OCCOc1ccccc1	2	3.8	0	-6	3	2	2	1	0
COC(=O)C1CN(S(=O)(=O)c2ccc(C)cc2)CCN1S(=O)(=O)c1ccc(C)cc1 (configuration not stated)	4	0.4	0	9	33	-6	0	-3	14
CC(=O)Nc1ccc(SCC(=O)c2cc(C)n(Cc3cccs3)c2C)cc1	4	1.8	1	5	21	11	0	-4	13
CC(=O)Nc1ccc(S(=O)(=O)N2CCN(CCc3ccccc3)CC2)cc1	0	-1.5	1	1	4	6	0	-3	16
COc1ccc(CCC(=O)OCC(=O)N(C)c2c(N)n(Cc3ccccc3)c(=O)[nH]c2=O)cc1	4	2.5	3	-9	2	-22	1	3	7
ON=C1CCN(c2ncc(C(F)(F)F)cc2Cl)CC1	1	2.7	6	0	-6	-1	0	1	-4
Cc1ccc(NC(=O)CCN2C(=O)OC(C)(C)C2(C)O)cc1 (configuration not stated)	3	-0.3	0	-3	-6	8	0	1	15
Cc1onc(NC(=O)NC(=O)c2c(F)cccc2Cl)c1Br	11	1.4	3	-1	3	-8	1	0	-5
Cc1ccc2[nH]c(=O)c(CN(Cc3ccc4c(c3)OCO4)Cc3nnnn3C3CCCC3)cc2c1	0	3.8	0	0	8	6	2	8	-17
CN(C(=O)c1ccc(NC(=O)C2CC=CCC2C(=O)O)cc1)c1ccccc1 (configuration not stated)	-1	-3.9	1	0	24	11	-1	-1	5
Clc1cccc2sc(N3CCOCC3)nc12	12	2.2	1	-8	-4	13	-1	0	2
CCOc1ccc(N2CC(C(=O)N3CCN(c4ccccn4)CC3)CC2=O)cc1 (configuration not stated)	-6	-1.5	1	5	1	-10	2	-4	-1
Cn1c(=O)n(CCC(=O)O)c2ccccc21	9	3.0	0	-6	-10	19	-4	-3	10
CCc1cc(C(=O)OC)c(NC(=O)CC2SC(=NC)N(C)C2=O)s1 (configuration not stated)	-6	0.2	3	4	8	2	2	-2	2
Cc1nn(CC(=O)OCC(=O)NCCc2ccc(F)cc2)c(C)c1[N+](=O)[O-]	14	x	0	x	0	-10	x	x	3

Grouped by structure, the entries above containing a cyano group.
SMILES	proCasp3 act	PP5 primary	GRK2 aptamer HTS	core dimer inh	JMJD2C inh	VLA-4 inh	Fh CTSL1 inh	PP1 inh	proCasp7 act
COCc1cc(C)[nH]c(=O)c1C#N	-5	2.8	1	2	2	33	0	-2	13
N#Cc1ccccc1NC(=O)CN1CCN(Cc2ccccc2)CC1	8	-1.6	0	7	-7	-5	-1	-6	-4
COc1cc(C2C(C#N)=C(N)Oc3cc(C)oc(=O)c32)cc2c1OCO2 (configuration not stated)	10	2.4	0	65*	-25	-1	-1	5	4
N#C/C(=C\c1ccc(-c2nc3ccccc3s2)o1)C(N)=O	-17	2.9	1	-10	-2	-8	1	-5	-21

Later entries:
SMILES	proCasp3 act	PP5 primary	GRK2 aptamer HTS	core dimer inh	JMJD2C inh	VLA-4 inh	Fh CTSL1 inh	PP1 inh	proCasp7 act
CCC(Sc1nc2ccccc2[nH]1)C(=O)Nc1cc(C)on1 (configuration not stated)	3	2.3	2	-9	8	-2	-2	1	18
COc1ccc(NC(=O)c2cccc(S(=O)(=O)N3CCOCC3)c2)cc1	5	1.1	0	-6	1	3	0	1	0
CCC(=O)N1CCN(CCN=CC2=C(O)CC(C)(C)CC2=O)CC1	8	-1.8	2	2	4	7	-5	-3	6
O=C(COC(=O)c1ccc(Br)o1)Nc1nc2ccccc2s1	-2	4.1	0	1	14	6	-19	2	-2
CN1CCN(C(=O)N2c3ccccc3C=Cc3ccccc32)CC1	6	0.8	1	-1	1	-1	2	-2	0
N#CCc1ccc(NC(=O)Nc2cccc(Cl)c2)cc1	2	0.5	3	2	-1	4	2	5	7
C=C(C)/C=N/NC(=S)Nc1ccc(S(=O)(=O)N2CCOCC2)cc1	5	0.6	0	0	-1	9	-1	-3	3
O=C(O)c1ccc(/C=C2\SC(=Nc3ccccc3)N(c3ccccc3)C2=O)cc1	-4	0.0	0	17	9	4	8	1	0
Cn1cccc1/C=C1\SC(=S)N(NC(=O)c2ccc(F)cc2)C1=O	-9	3.2	1	-8	x	19	8	-1	-1
CN(CCC1CCOCC1)C(=O)CC1C(=O)NCCN1Cc1ccoc1 (configuration not stated)	3	1.1	2	2	-1	5	-8	3	4
CCCOC(=O)c1ccc(S(N)(=O)=O)o1	-2	-1.1	0	-5	-6	-1	2	-1	-1
Cc1ccc(C2CC(c3cccs3)=NN2C(=O)CCl)cc1 (configuration not stated)	-11	4.0	0	12	-2	4	52*	0	-12
Oc1c(/C=C/C=C/C=Nc2ccccc2)sc(=S)n1Cc1ccccc1	-11	0.5	2	50*	8	-465	-1	6	-15
CCC(C)[C@H](NC(=O)C1(c2ccccc2)CCN(C(=O)OC(C)(C)C)CC1)C(=O)N[C@@H](C(=O)O)c1ccccc1 (some centres not stated)	3	4.1	0	2	-25	6	4	-5	1
CCSc1nnc(NC(=O)Cc2ccccc2OC)s1	-3	-1.2	0	2	u	5	-2	-2	2
COc1ccc(NC(=O)CSc2n[nH]c(-c3ccncc3)n2)cc1Cl	2	x	1	x	0	7	x	x	18
CCOC(=O)/C(O)=C(\C#N)c1nc2ccccc2[nH]1	-3	0.5	1	3	14	-27	3	-3	1
Cn1c(=O)n(C)c2cc(NC(=O)c3ccccc3[N+](=O)[O-])c(Br)cc21	9	1.0	0	-10	-5	5	-1	-1	-3
O=C(CSc1nccn1-c1ncc(C(F)(F)F)cc1Cl)c1ccc(Br)cc1	0	3.9	0	12	6	4	-1	-4	-6
S=C(Nc1ccc(Cl)c(Cl)c1)N1CCOCC1	-9	-1.4	0	-6	-5	3	-2	1	-11

Quoted at random: 3 entries already listed.
SMILES	proCasp3 act	PP5 primary	GRK2 aptamer HTS	core dimer inh	JMJD2C inh	VLA-4 inh	Fh CTSL1 inh	PP1 inh	proCasp7 act
Cn1cccc1/C=C1\SC(=S)N(NC(=O)c2ccc(F)cc2)C1=O	-9	3.2	1	-8	x	19	8	-1	-1
CCSc1nnc(NC(=O)Cc2ccccc2OC)s1	-3	-1.2	0	2	u	5	-2	-2	2
CCC(Sc1nc2ccccc2[nH]1)C(=O)Nc1cc(C)on1 (configuration not stated)	3	2.3	2	-9	8	-2	-2	1	18

Screening results as filed in PubChem.
